NOD2 inhibition – NOD2 signaling inhibitors, cell-based, luminescence, uHTS, HEK293 (AID 1566); inhibition, % at 4 µM, or EC50 in µM where a hit was titrated; HEK293 NOD2/NF-kB luciferase reporter, luminescence; higher % means a stronger effect; actives 0.63% (n = 290,000); in the data active means inhibition above about 50%; further: many of its hits are not listed in these tables
WT yeast gro inh – growth inhibition of WT yeast, mitochondrial fusion screen | mitochondrial fusion phenotypic screen, WT strain | actives 2.1% (n = 190,000) | AID 1362 | inhibition, % at 10 µM; in the data active means inhibition above about 58%; tested in S. cerevisiae
MT stabilize HCS – microtubule stabilizers in HeLa cells | HeLa tubulin immunostaining HCS, 24 h; share of cells brighter than vehicle mean+2SD | % tubulin-high responders, % at 10 µM | actives 0.83% (n = 200,000) | AID 2205;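 active means plate Z-score above 3 for both tubulin-high and condensed-nucleus cell shares, with cell loss under 80%, at 10 µM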;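 further: anti alpha tubulin signal scored within the nucleus-defined area of each cell; some results filed as inactive read as strong as hits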
Dynein cargo inh – blocks dynein driven cargo transport along microtubules; z-score, hits read low; actives 0.47% (n = 220,000); AID 1381; 3617.4 mouse cells, GR-EGFP nuclear translocation imaging; test concentration mostly 20 µM; stimulated with dexamethasone, 1 µM; hits give low values;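 active means plate z-score of nuclear minus cytoplasmic receptor signal below a set negative limit, without overly bright fluorescence or cell loss, cut at about -3.5 in these data, passing the limit was not always enough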;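 further: z-score of nuclear minus cytoplasmic ring GR-EGFP intensity difference per well; some compounds called inactive have numbers as strong as hits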
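medium = tetracycline-free induction medium containing charcoal-stripped FBS | also added = 1.0 µM final dexamethasone stimulus | schedule = 48 h induction, 1 h compound, 30 min dex at 37 °C | technique = fixed, Hoechst-stained cells imaged at 10x for EGFP | measure = GR-EGFP nuclear translocation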
Yfh1-depleted yeast – mitochondrial function rescue without frataxin homolog – Friedreich's ataxia, plus single-dose screen, dose response (AID 1465). actives 0.074% (n = 220,000). S. cerevisiae Yfh1-off respiration, WST-1 reduction, 72 h; higher fold induction means a stronger effect. one-dose fold induction at 50 µM; EC50 in µM for titrated hits;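 active means fold induction of absorbance versus untreated yeast above a set limit, then at least 30% activation at any dose in follow-up; inconclusive means repeats straddling the limit, or above it without dose testing; inactive means fold induction below the set limit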;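 further: activators that raise dye reduction in frataxin-depleted yeast; strong numbers were not always called active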
Lipid droplet – modulators of hepatic lipid droplet formation; AML12 mouse hepatocytes, oleate lipid droplets, BODIPY imaging; inhibition, % at 6.5 µM; actives 0.4% (n = 240,000);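 active means lipid droplet intensity inhibited by at least 50%, with more than 500 cells counted; inconclusive means wells with under 300 cells, treated as cytotoxic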
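Assay system: AML12 mouse liver cells | Compound: 6.5 µM single-point dosing | Schedule: Overnight exposure | Technique: Fluorescence imaging, 20x objective, two fields per well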
b-catenin transl – alters nuclear translocation of beta-catenin in HeLa cells; immunofluorescence imaging; nuclear translocation activity, % at 5 µM; actives 0.3% (n = 190,000);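 active means nuclear translocation activity above 50% at 5 µM, with a well cell count of 50 or more; inconclusive means wells under 50 cells across six images, flagged as toxic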;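 further: per-cell ratio of nuclear to cytoplasmic median beta-catenin stain intensity; plate controls were DMSO negative control for no effect and GSK-3 inhibitor IX positive control for full effect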
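Read-out: Nuclear/cytoplasmic beta-catenin signal ratio, % activation | Assay system: Human HeLa cell line | Times: 24 h compound exposure at 37°C, 5% CO2 | Signal: Fluorescence imaging of beta-catenin antibody stain plus DAPI | Dosing: 5 µM primary, 0.02–20 µM confirmation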
Autophagy HCS – autophagy modulation, high-content screen. actives 0.98% (n = 190,000). calls only at 10 µM (by protocol). MEF GFP-LC3 puncta imaging; test concentration mostly 10 µM;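 active means percentage of spot-positive cells more than 3 SD above its plate mean, without a fluorescence outlier flag or 80% toxicity; inconclusive means no clear call, values can overlap the other calls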;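 further: spot-positive cell cutoff set from DMSO-treated cells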
Ins promoter up – MIN6 insulin promoter up-regulation | MIN6 insulin promoter-GFP reporter, high-content imaging; hits give high values | z-score at 5 µM | actives 0.3% (n = 190,000) | AID 1625;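 active means z-score above 3 at 5 µM with at least 500 cells counted in the well; inconclusive means wells under 500 cells, flagged as cytotoxic or low count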
WT yeast gro inh mutant strain – second read-out of WT yeast gro inh, no call of its own (marks repeat the call); inhibition, %; mitochondrial fusion phenotypic screen, mutant strain inhibition
Dynein cargo inh cytoplasmic EGFP – second read-out of Dynein cargo inh, no call of its own (marks repeat the call); z-score; measured here: cytoplasmic GR-EGFP intensity; hits give high values
Dynein cargo inh nuclear GR-EGFP – further read-out of Dynein cargo inh, marked with its call; z-score; measured here: nuclear GR-EGFP intensity;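 lower value marks the stronger effect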
Dynein cargo inh cell count – also measured in Dynein cargo inh; calls as there; z-score; measured here: cell count per field
Ins promoter up cell count – second read-out of Ins promoter up, no call of its own (marks repeat the call); cell count; measured here: cytotoxicity, nuclei count;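 total cells summed across four imaged fields per well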
Lipid droplet cells 6.5 µM – further read-out of Lipid droplet, marked with its call; cell count; measured here: cell count, cytotoxicity flag;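 cells counted across two imaged fields per well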
b-catenin transl cell count 5 µM – further read-out of b-catenin transl, marked with its call; cell count; measured here: cell count, cytotoxicity flag
MT stabilize HCS Hoechst-high % – recorded beside MT stabilize HCS, whose call it bears; % Hoechst-high responders; measured here: nuclear condensation Hoechst responders;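 share of cells brighter than vehicle mean plus two SD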
MT stabilize HCS cytotoxicity % – also measured in MT stabilize HCS; calls as there; toxicity, %; measured here: cytotoxicity by cell density;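 0% = mean cell density of plate MIN control wells and 100% = no cells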
Autophagy HCS cell loss 18 h – further read-out of Autophagy HCS, marked with its call; toxicity, %; measured here: cell loss, nuclei count;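 cell loss after 18 h compound exposure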
An asterisk follows results filed as active; i = inactive; ? = inconclusive; / = not tested or not shown; + = active, no number. The list is partial, so the mix of outcomes need not match the whole.

Values run as follows: NOD2 inhibition | WT yeast gro inh | WT yeast gro inh mutant strain | MT stabilize HCS | MT stabilize HCS Hoechst-high % | MT stabilize HCS cytotoxicity % | Dynein cargo inh | Dynein cargo inh cytoplasmic EGFP | Dynein cargo inh nuclear GR-EGFP | Dynein cargo inh cell count | Yfh1-depleted yeast | Lipid droplet | Lipid droplet cells 6.5 µM | b-catenin transl | b-catenin transl cell count 5 µM | Autophagy HCS | Autophagy HCS cell loss 18 h | Ins promoter up | Ins promoter up cell count
- C=CCSc1nc(N)c(C(=O)Nc2ccccc2OC)cc1C(=O)Nc1ccccc1
    6.4% | -3.3 | -14.8 | 1.1 | 1.3 | 7.7 | -0.661 | -0.275 | -0.33 | 0.0256 | ? | -4.0 | 751 | 0.1 | 1234 | i | 1.3 | 0.34 | 936
- O=c1[nH]nc(Cc2ccc(-c3ccccc3Cl)o2)c2ccccc12
    4.7% | -12.4 | -2.5 | 1.8 | 1.1 | 3.2 | -0.322 | -0.215 | -0.444 | 1.17 | i | 16.7 | 653 | 4.1 | 1121 | i | -10.0 | -0.46 | 1883
- Cc1cccc(C)c1OCCNC(=O)OCc1ccccc1
    11.2% | 15.8 | -2.3 | 6.6 | 2.2 | 6.6 | 2.04 | -0.273 | 1.62 | -2.08 | i | -12.4 | 700 | 0.9 | 1499 | i | 12.7 | -0.21 | 1418
- CCCc1ncc(C(=O)c2ccc(OC)cc2)n1C
    11.3% | -10.7 | -12.4 | 2.9 | 2.3 | 5.8 | -0.21 | -0.254 | -0.0323 | 0.207 | i | 1.2 | 754 | 0.2 | 1143 | i | 0.4 | -0.45 | 1235
- Cc1nn(-c2ccccc2)cc1/C=N/NS(=O)(=O)c1ccccc1
    7.2% | -3.6 | -15.8 | 4.3 | 2.7 | 5.3 | -0.442 | -0.309 | -0.581 | 0.481 | i | 19.2 | 640 | -2.1 | 505 | i | -10.6 | 0.47 | 1256
- Cc1ccc(C2CC(=O)NC(SCC(=O)Nc3nccs3)=C2C#N)cc1 (stereo not drawn)
    10.6% | -10.4 | 2.1 | 2.0 | 2.1 | 7.4 | -0.172 | -0.18 | 0.405 | -0.486 | i | 13.6 | 593 | -1.0 | 966 | i | -0.8 | 0.37 | 1776
- CCCCOC(=O)c1cc(=O)[nH]c(=O)[nH]1
    11.8% | 4.8 | -7.2 | 2.3 | 2.3 | 6.6 | -0.0211 | -0.234 | 0.0108 | -0.0667 | i | 5.7 | 722 | -3.2 | 1110 | i | -1.9 | 0.62 | 1360
- CN1CCN(C(=O)NC2CCCN2S(=O)(=O)c2ccc(Cl)cc2)CC1 (stereo not drawn)
    4.9% | 1.7 | -5.3 | 2.4 | 2.8 | 15.0 | 3.12 | -0.218 | 2.62 | -2.13 | i | 4.9 | 680 | -2.3 | 1077 | i | 9.2 | -0.62 | 1203
- CC1(C)C2CCC1(C(=O)O)c1nc3ccccc3nc12 (stereo not drawn)
    17.4% | -27.2 | 10.1 | 1.6 | 1.7 | 1.2 | -1.38 | -0.316 | -0.584 | 1.49 | i | 9.2 | 713 | -0.2 | 1120 | i | 2.5 | -0.06 | 1246
- N/C(=N\OC(=O)CCn1cccc(C(F)(F)F)c1=O)c1ccc(OC(F)(F)F)cc1
    2.8% | / | / | / | / | / | -0.624 | -0.306 | -0.297 | 0.676 | i | -3.2 | 671 | -1.4 | 1283 | / | / | 0.38 | 1122
- c1ccc2c(c1)CCCn1nnnc1-2
    0.0% | 36.3 | 19.5 | 4.6 | 1.7 | 16.3 | -0.158 | -0.268 | 0.205 | -0.0359 | i | / | / | -0.5 | 1339 | i | 28.8 | -0.01 | 1531
- CC(C)(CO)NCc1cccc(OCc2ccc(Cl)cc2)c1
    -2.0% | 12.3 | 7.3 | 4.9 | 3.4 | 3.0 | -0.606 | -0.122 | -0.229 | -0.534 | i | -26.5 | 650 | 0.4 | 535 | i | 1.6 | -0.55 | 1210
- O=C(Nc1ccc(N2CCOCC2)cc1)c1cccnc1
    -6.6% | -12.6 | 3.7 | 3.7 | 1.9 | 0.1 | -0.822 | -0.237 | -0.434 | -0.0319 | i | 1.4 | 766 | 0.0 | 383 | i | 3.5 | / | /
- Cn1c(=O)cc(OCCCC(=O)NCc2ccccn2)c2ccccc21
    -0.5% | 7.0 | 9.3 | 1.8 | 1.2 | 7.5 | -0.151 | -0.181 | -0.269 | 0.719 | i | / | / | 3.9 | 1417 | i | -1.4 | -0.49 | 1584
- COc1cccc(OCCNC(=O)c2cc([N+](=O)[O-])cc([N+](=O)[O-])c2)c1
    13.1% | 19.0 | -11.8 | 3.8 | 2.7 | 1.9 | 0.563 | -0.0186 | 0.0669 | 0.244 | i | -5.3 | 697 | 0.1 | 1018 | i | -0.7 | -0.37 | 1240
- COc1ccc(N2C(=O)C(F)(F)C2c2ccc(C)cc2)cc1OC (stereo not drawn)
    22.0% | 11.7 | -16.0 | 3.0 | 2.2 | 4.5 | -0.996 | 0.0737 | -0.354 | 0.651 | i | 4.4 | 690 | -2.9 | 1111 | i | 16.3 | -0.04 | 1385
- Cc1ccc(N=Cc2c(O)n(-c3nccs3)c(=O)c3ccccc23)c(C)c1
    2.6% | 10.2 | 11.2 | 7.6 | 9.3 | 1.0 | 2.04 | 4.83 | 2.56 | -0.694 | i | -13.2 | 465 | 5.1 | 1023 | + | -7.6* | 0.99 | 1482
- Cc1cc(C(=O)N/N=C/c2c(C)nn(-c3ccccc3)c2C)n[nH]1
    -27.4% | / | / | / | / | / | 1.14 | -0.31 | 0.127 | 0.21 | i | -6.0 | 757 | -0.9 | 1381 | / | / | / | /
- CCS(=O)(=O)N1CCN(c2ccc(C(=O)NC3C4CC5CC(C4)CC3C5)cc2[N+](=O)[O-])CC1 (stereo not drawn)
    15.1% | -4.2 | -11.2 | 2.1 | 1.9 | 7.0 | 0.334 | -0.28 | 0.0734 | 0.782 | i | 2.0 | 641 | 1.1 | 1089 | i | 33.3 | -0.57 | 1383
- N#Cc1c(-c2ccccc2)cc(-c2ccccc2)nc1SCC(=O)NCC(=O)O
    9.7% | / | / | / | / | / | -0.193 | -0.275 | -0.5 | 0.425 | i | -1.3 | 723 | -1.4 | 1186 | / | / | 0.22 | 1331
- Cc1ccc(SCC(=O)c2c(C)nc3ccccn23)cc1
    -1.7% | 25.4 | 33.9 | 4.9 | 1.7 | 11.0 | -0.287 | -0.338 | -0.125 | 0.0105 | i | 8.7 | 686 | -3.0 | 1071 | i | 7.4 | 0.46 | 1070
- Cc1ccc(CC(=O)O/N=C(\N)Cc2ccc([N+](=O)[O-])cc2)cc1
    -0.7% | 16.5 | 20.9 | 2.0 | 2.4 | 4.0 | 0.273 | 0.0425 | 0.721 | -0.82 | i | -4.6 | 508 | -2.1 | 1159 | i | -5.4 | 0.11 | 1306
- CCOC(=O)Cn1nc(C)n(-c2cccc(Cl)c2)c1=O
    9.5% | -3.6 | 20.8 | 1.4 | 1.5 | 0.4 | -0.849 | -0.17 | 0.188 | -0.0588 | i | 0.5 | 694 | -3.8 | 1032 | i | 1.9 | 0.87 | 1664
- CCS(=O)(=O)N1CCC(C(=O)N2CCOCC2)CC1
    -4.3% | 1.9 | -7.4 | 2.3 | 1.8 | 4.7 | -0.838 | -0.219 | -0.505 | -0.106 | i | 0.7 | 754 | / | / | i | -9.9 | 0.7 | 1289
- Cc1ccc(S(=O)(=O)N2CCN(C(=O)CC(C)C)CC2)cc1
    6.2% | 19.5 | -0.9 | 2.5 | 2.0 | 1.9 | 1.14 | -0.138 | 0.221 | 0.0572 | i | 0.9 | 671 | 1.2 | 1557 | i | -13.7 | 0.13 | 1533
- CCOC(=O)c1[nH]cnc1N=Nc1c(O)ccc2ccccc12
    -82.2% | 26.2 | 13.7 | 18.7 | 1.8 | 15.7 | 0.321 | 0.0615 | -0.169 | -1.09 | i | -42.4 | 449 | -0.5 | 403 | i | 20.6 | -3.98 | 777
- CCOc1ccc(NC(=O)CSc2ncnc3c2sc2ccccc23)cc1
    -7.2% | -0.3 | -3.1 | 4.4 | 1.7 | 3.2 | -0.0734 | -0.204 | 0.0616 | -0.0191 | i | 6.9 | 577 | 0.9 | 1073 | i | 39.9 | -0.46 | 1409
- CC1=NN(C(=O)Cc2ccc([N+](=O)[O-])cc2)C(O)(c2ccccc2)C1 (stereo not drawn)
    2.9% | -4.7 | -20.1 | 1.9 | 0.9 | 9.6 | 2.48 | 0.298 | 1.21 | -0.914 | i | -14.4 | 779 | -2.1 | 1184 | i | 10.7 | -0.83 | 931

Shown as tab-separated lines: two of the compounds above.
canonical_smiles	NOD2 inhibition	WT yeast gro inh	WT yeast gro inh mutant strain	MT stabilize HCS	MT stabilize HCS Hoechst-high %	MT stabilize HCS cytotoxicity %	Dynein cargo inh	Dynein cargo inh cytoplasmic EGFP	Dynein cargo inh nuclear GR-EGFP	Dynein cargo inh cell count	Yfh1-depleted yeast	Lipid droplet	Lipid droplet cells 6.5 µM	b-catenin transl	b-catenin transl cell count 5 µM	Autophagy HCS	Autophagy HCS cell loss 18 h	Ins promoter up	Ins promoter up cell count
CCOC(=O)Cn1nc(C)n(-c2cccc(Cl)c2)c1=O	9.5%	-3.6	20.8	1.4	1.5	0.4	-0.849	-0.17	0.188	-0.0588	i	0.5	694	-3.8	1032	i	1.9	0.87	1664
CCS(=O)(=O)N1CCC(C(=O)N2CCOCC2)CC1	-4.3%	1.9	-7.4	2.3	1.8	4.7	-0.838	-0.219	-0.505	-0.106	i	0.7	754	/	/	i	-9.9	0.7	1289
